POLK inh – inhibitors of human DNA polymerase kappa. Q9UBT6. AID 588579. 400,000 compounds, 0.53% hits. Potency, µM (series often up to 107 µM), without a hit: at the highest dose activity, negative = inhibition, most hits filed as inhibitors. purified Pol kappa, fluorescent DNA synthesis assay, 10 min; further: on the % scale 0 is the no-effect control and ±100 the full control effect
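Pol kappa 10 nM + cpd, 15 min RT; start w/ substrate 50 nM final; fluorescence kinetic read, 0 and 10 min. Neg ctrl: buffer, no enzyme.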
Pol eta inh – inhibitors of human DNA polymerase eta; Q9Y253; recombinant Pol eta, fluorescent DNA replication assay; Potency, µM (doses to about 114 µM), without a hit: at the highest dose activity change, negative = inhibition, hits mostly inhibitors; 390,000 compounds, 1.2% hits; AID 588591; further: on the % scale 0 is the no-effect control and ±100 the full control effect
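Fluorescent replication assay: 50 nM final substrate added after a 15 min room-temperature compound preincubation with 10 nM enzyme. Signal taken at 0 min and again at 10 min.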
APE1 inh – blocks human APE1 abasic DNA cleavage. P27695. recombinant APE1, TAMRA/BHQ-2 abasic DNA cleavage fluorescence. Potency, µM (titrated, usually from 65.8 µM), without a hit: at the highest dose activity change, negative = inhibition, actives largely listed as inhibitors. 350,000 compounds, 0.35% hits. AID 2517;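 further: plate controls were vehicle for no effect and reference inhibitor for full effect; nearly all actives have a fitted effect of over 55% in size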
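Substrate: short duplex with […] THF abasic site, 5'-TAMRA and 3'-BHQ-2, 50 nM final. APE1 at 0.75 nM, preincubated 15 min RT with compound. Fluorescence increase from first to third read measured activity.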
G9a inh – inhibitors of human histone lysine methyltransferase G9a; G9a H3K9 monomethylation, AlphaScreen, 2 h; Potency, µM (series often up to 102 µM), for the others: top-dose activity, negative = inhibition, usual class: inhibitors; 350,000 compounds, 8.8% hits; AID 504332; further: on the % scale 0 is the no-effect control and ±100 the full control effect; nearly all actives have a fitted effect of over 75% in size
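AlphaScreen read-out: biotin-H3K9 peptide (500 nM) methylation by 20 nM enzyme with 20 uM SAM, 2 h at room temperature after 15 min compound preincubation; anti-monomethyl H3K9 antibody plus donor/acceptor beads, 10 min dark.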
Pol beta inh – blocks human DNA polymerase beta activity; Potency, µM (titrated, usually from 114 µM), inactives show at the top dose activity change, negative = inhibition, hits mostly inhibitors; 340,000 compounds, 1.3% hits; Pol beta primer extension/strand displacement, fluorescence kinetic; P06746; further: on the % scale 0 is the no-effect control and ±100 the full control effect
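Human Pol beta at 10 nM; strand-displacement substrate 50 nM final. Compound exposure 15 min at room temperature before start, reaction 10 min at room temperature.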
Pol iota inh – DNA polymerase iota (human) inhibition; Pol iota fluorescent replication assay, 10 min; 390,000 compounds, 1% hits; Potency, µM (doses to about 115 µM), for the others: top-dose activity, negative = inhibition, usual class: inhibitors
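Fluorescent replication assay read twice, at 0 min and 10 min after adding 50 nM (final) substrate. Enzyme (10 nM) and compounds were first incubated 15 min at room temperature; enzyme-free buffer wells were negative controls.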
BAZ2B inh – BAZ2B (human) inhibition; Potency, µM (highest dose often 114 µM), for inactives: top-dose activity change, negative = inhibition, hits mostly inhibitors; AID 504333; 360,000 compounds, 4.4% hits; AlphaScreen BAZ2B-H3K14Ac peptide displacement; further: on the % scale 0 is the no-effect control and ±100 the full control effect; nearly all actives have a fitted effect of over 60% in size
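AlphaScreen luminescence quantifies BAZ2B engagement of H3K14Ac peptide; the protein and biotinylated peptide are both at 50 nM final, buffer PBS pH 7.4 with 0.01% Tween-20, all steps at room temperature.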
JMJD2A Tudor inh – blocks the human JMJD2A Tudor domain | 390,000 compounds, 4.4% hits | O75164 | AlphaScreen JMJD2A-Tudor / H3K4me3 peptide binding | Potency, µM (series often up to 114 µM), inactives show top-dose activity change, negative = inhibition, most hits filed as inhibitors; further: on the % scale 0 is the no-effect control and ±100 the full control effect; nearly all actives have a fitted effect of over 50% in size
Target sequence (O75164 whole entry, looked up, the tested form may be a part): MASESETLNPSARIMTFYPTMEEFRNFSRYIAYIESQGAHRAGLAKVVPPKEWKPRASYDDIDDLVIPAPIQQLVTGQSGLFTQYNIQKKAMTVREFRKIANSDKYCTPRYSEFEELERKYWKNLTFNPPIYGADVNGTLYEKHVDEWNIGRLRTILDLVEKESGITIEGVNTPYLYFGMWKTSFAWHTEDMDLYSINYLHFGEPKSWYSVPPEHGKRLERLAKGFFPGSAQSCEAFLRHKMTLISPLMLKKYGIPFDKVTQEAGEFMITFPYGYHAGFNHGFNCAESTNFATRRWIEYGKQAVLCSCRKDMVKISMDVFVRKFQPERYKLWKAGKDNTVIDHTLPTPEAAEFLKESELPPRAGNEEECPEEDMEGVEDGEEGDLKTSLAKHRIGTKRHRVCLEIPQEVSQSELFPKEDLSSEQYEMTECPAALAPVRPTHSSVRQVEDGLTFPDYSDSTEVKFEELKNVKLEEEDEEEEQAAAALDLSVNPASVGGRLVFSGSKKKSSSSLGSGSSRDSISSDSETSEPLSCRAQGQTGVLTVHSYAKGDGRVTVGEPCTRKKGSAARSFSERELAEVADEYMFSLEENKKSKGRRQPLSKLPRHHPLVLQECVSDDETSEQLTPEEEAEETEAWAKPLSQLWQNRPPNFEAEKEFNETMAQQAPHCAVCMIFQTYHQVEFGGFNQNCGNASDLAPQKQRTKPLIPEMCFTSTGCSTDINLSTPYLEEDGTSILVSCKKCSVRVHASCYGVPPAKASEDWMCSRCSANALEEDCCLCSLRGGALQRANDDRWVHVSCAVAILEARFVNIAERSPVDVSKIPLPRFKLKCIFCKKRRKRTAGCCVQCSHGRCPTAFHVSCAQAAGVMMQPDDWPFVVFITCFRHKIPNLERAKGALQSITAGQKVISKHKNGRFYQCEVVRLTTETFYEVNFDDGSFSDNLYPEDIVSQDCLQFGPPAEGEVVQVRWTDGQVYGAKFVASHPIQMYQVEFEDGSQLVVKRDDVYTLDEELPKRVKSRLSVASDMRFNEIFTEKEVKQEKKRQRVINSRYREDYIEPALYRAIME
BLM inh – Bloom syndrome helicase (human) inhibition; P54132; recombinant BLM DNA unwinding, fluorescence dequenching; Potency, µM (top dose mostly 56.1 µM), for the others: at the highest dose activity change, negative = inhibition, actives largely listed as inhibitors; 350,000 compounds, 0.2% hits; AID 2528;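 further: plate controls were vehicle for no effect and no enzyme for full effect; nearly all actives have a fitted effect of over 35% in size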
* marks the source's active call; other numbers are inactive results; ? = inconclusive; . = no result given; & = joins results of further samples; [ ] = another dose, or the depositor's remark. The call rests on the fitted dose curve; in most records, active means well fitted curve in the direction sought with a large enough effect; inconclusive means small, poorly fitted or top-dose-only effect, or another doubt; inactive means no such curve, though single readings can be large; an effect the other way counts as inactive or inconclusive. Potency means the concentration at half of the fitted maximal effect. The list is partial. The share of hits here may be higher or lower than overall.

SMILES	POLK inh	Pol eta inh	APE1 inh	G9a inh	Pol beta inh	Pol iota inh	BAZ2B inh	JMJD2A Tudor inh	BLM inh
COc1ccc(NC(=O)c2sc3nc4c(c(-c5ccc(OC)cc5)c3c2N)C(=O)CC(C)(C)C4)cc1	5%	.	.	-25%[59 µM]	-1%	37%[activator]	-10%	-11%	-10%
Cc1ccc(/C=C/C(=O)c2c(C)cc(C)[nH]c2=O)cc1	-15%	-13%	7%	-4%[59 µM]	3%	?	6%	-17%	-4%
COc1ccccc1-c1nnc2sc(-c3cnccn3)nn12	-40%	45µM*	-1%	?	?	?	-38%	50µM*	-7%
CN1CC(=O)N=C1N	8%	-12%&-10%	10%&-8%	2%[59 µM]	24%	14%&39%	0%&-6%	-22%&2%	-5%&-5%
O=C(c1ccco1)N1CCN(c2ccc(F)cc2)CC1	7%[60.1 µM]	-4%	-1%	10%[59 µM]	-22%	9%	-20%	-16%	-6%
COc1cc(C(=O)N2CCC(O)(c3ccccc3)CC2)cc(OC)c1OC	-1%	-14%	4%	4%	0%	18%	8%	-12%	-3%
O=[N+]([O-])c1ccc(N2CCN(c3ccc(O)cc3)CC2)c(Cl)c1	-5%	?	-3%	3.2µM*	-4%	-10%	20µM*	45µM*	-1%
COc1ccc(-n2c(-c3ccccc3F)nc3c(cnn3-c3ccc(C)cc3)c2=O)cc1	-4%	-15%	.	-12%[59 µM]	-7%	-21%	.	-26%	-10%
Cc1cccc(N2CCN(C(=O)Cc3cn(C)c4ccccc34)CC2)c1C	-16%	-7%	-1%	50µM*	7%	42%[activator]	?	18µM*	-1%
O=C(OCc1nc2ccsc2c(=O)[nH]1)c1ccc(Cl)s1	-27%	?	5%	-7%[0.501 µM]	.	-20%	8%	-8%	.
COc1ccc(C(=O)N/N=C(\C)c2ccc(NC(=O)Cc3ccccc3)cc2)c(OC)c1	-6%	?	8%	-12%	17%	-1%	-12%	-5%	-1%
CCCc1cc(=O)n2nc(N3CCC(C(=O)N4CCN(c5ccc(OC)cc5)CC4)CC3)sc2n1	-7%	-2%	53%[activator]	-34%	8%	-13%	-6%	6%	1%
O=C(Nc1ccc2c(c1)OCO2)N1CCN(C(=O)C2CCCO2)CC1 (stereo not given)	-14%	11%	5%	-21%[59 µM]	-19%	22%	12%	-9%	3%
Cc1ccc(C)c(N2CCN(C(=O)c3cn(CC(C)C)c(=O)c4c3c3ccccc3n4C)CC2)c1	-1%	-28%	.	?	2%	-7%	-14%	-34%	-17%
COc1ccccc1CNC(=O)COn1nnc2ccc(S(=O)(=O)N3CCOCC3)cc21	-5%	-3%	6%	-28%	.	14%	-6%	-16%	.
Cc1ccc(C2/C=C\CC(NC(=O)OCC3c4ccccc4-c4ccccc43)CC(=O)N2Cc2ccccc2)cc1 (stereo not given)	4%	-9%	-9%	.	.	11%	.	-6%	.
O=C(Cc1ccc(NC(=O)N2CCCCc3ccccc32)cc1)Nc1ccccc1Br	-2%	-14%	.	-1%[59 µM]	-15%	-6%	-22%	-18%	-9%
Cc1ccc(S(=O)(=O)N2CCN(C(C)C(=O)N3CCCc4ccccc43)CC2)cc1 (stereo not given)	-5%	-2%	-2%	-42%	27%	-1%	-6%	-26%	-6%
CCCOCCOC(=O)c1[nH]c2c(c1C)C(=O)CC(c1cc(OC)ccc1OC)C2 (stereo not given)	0%	-14%	-5%	9%[59 µM]	-9%	-10%	-2%	-20%	0%
CCN(C(=O)CSc1nc2ccccc2c2nc(CCn3c(C)nc4ccccc43)nn12)c1cccc(C)c1	6%[60.1 µM]	-8%	.	-1%[59 µM]	0%	5%	1%	-22%	-3%
CCCCN(C(=O)CSCC(=O)Nc1ccc(C)cc1)c1c(N)n(Cc2ccccc2)c(=O)[nH]c1=O	-8%	-3%	10%	-1%[12.7 µM]	.	5%	0%	-8%	.
CCOc1ccc(C2N3CC4(C(C)C)CN2CC(C(C)C)(C3)C4=O)cc1OC (stereo not given)	-6%	-13%	.	-8%[59 µM]	0%	31%[activator]	-16%	-24%	1%
O=C(NC1CCCC1)C(c1ccc(F)cc1)N(Cc1ccccc1Cl)C(=O)CCl (stereo not given)	-4%	-1%	-5%	4%[59 µM]	17%	17%	7%	-15%	3%
Cc1ccccc1NC(=O)COC(=O)/C=C/c1cccc(C(F)(F)F)c1	3%	-6%	23%	-2%	2%	13%	4%	-17%[57.1 µM]	4%
Cc1ccc(C)c(N2C(=O)CS/C2=N\NC(=O)c2ccccc2Cl)c1	-6%	1%	-1%	5%	-2%	13%	6%	-13%	2%
O=C(O)C1=C[C@@H](O)[C@@H](O)[C@H](O)C1	-3%	-17%	13%	.	.	21%	.	-14%	4%
CC(=O)OCCc1c(C)nc2nc[nH]n2c1=O	-13%	-6%	-1%	50µM*	-20%	9%	-9%	-29%	0%
CCOc1ccccc1C1C(C#N)=C(N)N(N(C)C)C2=C1C(=O)CCC2 (stereo not given)	-9%	-9%	13%	9%	?	119%[activator]	0%	2%	-4%
CC(=O)Nc1ccc(OC(=O)N2CCCC2)cc1	5%	-9%	13%	.	0%	-7%	-2%	1%	-9%
CC(=O)OC1C(=O)[C@@]2(C)C(O)CC3OC[C@]3(OC(C)=O)C2C(OC(=O)c2ccccc2)[C@]2(O)CC(OC(=O)C(O)C(NC(=O)c3ccccc3)c3ccccc3)C(C)=C1C2(C)C (stereo not given in full)	-6%[60.1 µM]	.	-2%	-10%[2.33 µM]	.	.	.	.	7%
COc1cc(C)nc(N2CCCC(C(=O)NC3CCC(C)CC3)C2)n1 (stereo not given)	-1%	1%	16%	-29%[59 µM]	0%	18%	1%	-10%	-3%
Cc1ccc(C(=O)Nc2nnc(C3=COCCO3)o2)cc1C	1%	-10%	6%	.	33%	96%[activator]	50µM*	?	-4%
CS(=O)(=O)N(CC(=O)N1CCCC1)c1cc(Cl)c(Cl)cc1Cl	-17%	-9%	2%	?	12%	-6%	-10%	-12%	6%
Cc1csc(NC(=O)C(F)(F)F)n1	-14%	?	1%	4%	-13%	9%	-1%	-1%	5%
COc1ccc(/C=N/NC(=O)CCCOc2ccc(Cl)cc2Cl)cc1	-12%	-25%	5%	-8%[59 µM]	-7%	7%	-2%	-16%	-13%
CCc1cc(=O)oc2c(C)c(OC(C)C(=O)NC3CC(C)(C)NC(C)(C)C3)ccc12 (stereo not given)	-16%	-4%	12%	-11%	14%	9%	-4%[57.1 µM]	-18%	-16%
O=C1c2cccnc2C(Nc2ccc(Br)cc2Br)N1Cc1cccs1 (stereo not given)	.	.	22%	-24%	14%	.	-24%	.	-5%
N#CC1=C(C2CC2)CC(c2ccccc2)C(C#N)=C1N (stereo not given)	0%	0%	-3%	50µM*	4%	18%	1%	-8%	-3%
COc1ccc(CNc2nc3nc(C)cc(C)n3n2)cc1	1%	-2%	-1%	41%[59 µM]	3%	-9%	-2%	-3%	-1%
O=C(Nc1ccccc1)c1ccc(Br)o1	-7%&-16%	-15%	?	?	-3%	14%	-20%	-27%	2%[120 µM]
COc1ccccc1N(CC(=O)NCC1CCCO1)C(=O)CNS(=O)(=O)c1ccccc1 (stereo not given)	-4%	-20%	2%	2%	-10%	26%	-21%	-11%	1%
CN(Cc1ccc(CNC[C@H]2O[C@@H](n3cnc4c(N)ncnc43)[C@H](O)[C@@H]2O)o1)S(C)(=O)=O	-2%	1%	2%	.	.	26%	.	-5%	.
c1ccc2oc(-c3ccc(Nc4nc(N5CCOCC5)nc(N5CCOCC5)n4)cc3)nc2c1	-6%	-3%	.	.	.	59%[activator]	.	-11%	.
CC1=C(C(=O)Nc2ccccc2)C(C(C)C)n2nc(SCc3ccccc3C)nc2N1 (stereo not given)	17%	-12%	.	21%[59 µM]	2%	39%[activator]	0%	-4%	-1%
Cc1ccc(CN2CCSc3ccc(C(=O)NCC4CCCO4)cc32)cc1 (stereo not given)	-6%	-3%	-6%	?	2%	15%	-37%	-28%	-4%
CS(=O)CCC(NS(=O)(=O)c1ccccc1)C(=O)O (stereo not given)	-4%	?	20%	-40%[2.33 µM]	5%	-23%	10%	0%	2%
COC(=O)N1CCC2(CCCN(c3cccc(-c4ccccc4)c3)C2)CC1	-7%[60.1 µM]	.	1%	-1%[12.7 µM]	.	.	.	.	-5%
O=C(NCc1ccc2c(c1)OCO2)C(=O)NCC1OCCCN1S(=O)(=O)c1cc(F)ccc1F (stereo not given)	-10%	-19%	3%	15%	18%	33%[activator]	-15%	-12%	0%
CN(C)CCCC(C)(O)C(Cc1ccccc1)c1ccccc1 (stereo not given)	0%	-6%	1%	-5%[59 µM]	9%	15%	-3%	-23%	0%
Cn1c(CSCc2ccccc2)n[nH]c1=S	-10%	-2%	4%	7.9µM*	73%	152%[activator]	-8%	7.9µM*	0%
(next part)
SMILES	POLK inh	Pol eta inh	APE1 inh	G9a inh	Pol beta inh	Pol iota inh	BAZ2B inh	JMJD2A Tudor inh	BLM inh
CCc1cccc(NC(=O)C(Cc2ccccc2)NS(=O)(=O)c2ccc3c(c2)oc(=O)n3C)c1 (stereo not given)	-3%	-10%	.	16%[59 µM]	6%	26%	10%	1%	0%
Nc1ccc(S(=O)(=O)Nc2nc3ccccc3o2)cc1	?	45µM*	-5%	.	79µM*	?	?	-23%	-14%
CCOC(=O)c1c(S(=O)(=O)N(C)Cc2ccco2)c(C)n(C)c1C	-21%	8%	-14%	18%[0.0925 µM]	-22%	24%	?	-26%	1%
Cc1ccc(O)c(N/C=C/C(=O)c2ccc(F)cc2)c1	-4%	-11%	-2%	35µM*	-22%	31%[activator]	-4%	-14%	-8%

Profiles as entered above. Order of screens: POLK inh	Pol eta inh	APE1 inh	G9a inh	Pol beta inh	Pol iota inh	BAZ2B inh	JMJD2A Tudor inh	BLM inh
`Cc1ccc(O)c(N/C=C/C(=O)c2ccc(F)cc2)c1` in the list: -4%	-11%	-2%	35µM*	-22%	31%[activator]	-4%	-14%	-8%
`Nc1ccc(S(=O)(=O)Nc2nc3ccccc3o2)cc1` in the list: ?	45µM*	-5%	.	79µM*	?	?	-23%	-14%
`CCc1cccc(NC(=O)C(Cc2ccccc2)NS(=O)(=O)c2ccc3c(c2)oc(=O)n3C)c1` (stereo not given) in the list: -3%	-10%	.	16%[59 µM]	6%	26%	10%	1%	0%
`CCOC(=O)c1c(S(=O)(=O)N(C)Cc2ccco2)c(C)n(C)c1C` in the list: -21%	8%	-14%	18%[0.0925 µM]	-22%	24%	?	-26%	1%
